Screens: PubChem, several laboratories
TNAP inh hi DEA: inhibitors of human TNAP at high phosphate acceptor concentration; purified TNAP, CDP-star luminescence, 1 M DEA; 200,000 tested, 0.03% active; inhibition, % at 20 µM; P05186;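 active = over 50% inhibition of tissue-nonspecific alkaline phosphatase at 20 µM in the single-dose screen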;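 note: plate controls were DMSO wells for no effect and EDTA-quenched wells as full inhibition for full effect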
Target sequence (P05186 whole entry, looked up): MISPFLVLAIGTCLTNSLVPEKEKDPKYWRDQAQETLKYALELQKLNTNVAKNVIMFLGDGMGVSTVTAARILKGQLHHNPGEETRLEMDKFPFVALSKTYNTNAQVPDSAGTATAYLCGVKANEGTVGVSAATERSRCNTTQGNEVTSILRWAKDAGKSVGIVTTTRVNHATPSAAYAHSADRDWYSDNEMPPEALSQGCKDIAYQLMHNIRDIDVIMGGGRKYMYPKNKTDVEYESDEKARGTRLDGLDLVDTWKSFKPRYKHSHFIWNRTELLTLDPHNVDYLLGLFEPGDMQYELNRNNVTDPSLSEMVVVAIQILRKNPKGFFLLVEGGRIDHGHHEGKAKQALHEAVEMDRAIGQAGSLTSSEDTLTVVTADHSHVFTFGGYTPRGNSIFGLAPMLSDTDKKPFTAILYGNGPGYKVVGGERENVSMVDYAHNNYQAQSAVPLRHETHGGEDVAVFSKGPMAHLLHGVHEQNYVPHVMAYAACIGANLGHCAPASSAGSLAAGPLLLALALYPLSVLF
TNAP act hiacc: increases human TNAP activity under high phosphate acceptor concentration; purified TNAP, CDP-star luminescence, 1 M DEA, 30 min; active compounds read high; 0 = EDTA background, 1 = DMSO-only activity; activation factor at 20 µM; 200,000 tested, under 10 active; AID 1136;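 active = activation factor at least 2 at 20 µM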
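Test system – human TNAP · Doses – 20 µM single point · Incubation – 30 min, room temperature · Signal – luminescent substrate turnover signal · Read-out basis – activation factor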
APP 5'UTR act: APP 5'UTR luciferase reporter activation; SH-SY5Y APP 5'UTR luciferase reporter, luminescence; zero percent = DMSO vehicle wells; activation, % at 2 µM; 190,000 tested, 1% active; AID 1276;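 active = activation above a set limit, based on mean plus 3 SD of controls, cut at about 140% in these data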; note: values of inactives mirror those of a sister screen read the other way
FLuc stim CS: affects firefly luciferase, flagging false hits in luciferase stimulation screens | AID 1027 | activation factor at 10 µM | P08659 | ATPlite luciferase biochemical, luminescence, 10 min; 0 = ATP-free wells, 1 = DMSO control | 200,000 tested, under 10 active;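 active = luciferase activation factor, scaled between plate controls, of at least 2 with compound at 10 µM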
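Material: luciferase plus luciferin reagent, cell-free. Medium: PBS buffer for ATP. Also added: ATP substrate, dispensed from a 10.24 µM working solution in PBS. Doses: test compounds dosed from 2 mM stocks in 100% DMSO. Incubation: 10 min post-reagent at room temperature. Technique: light output (luminescence). Read-out basis: luminescence gain marking luciferase activators.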
FLuc inhib CS: Photinus pyralis luciferase inhibition counter-screen; P08659; ATPLite firefly luciferase biochemical luminescence, 10 min; inhibition, % at 10 µM; 200,000 tested, 1.5% active; AID 1006;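 active = inhibition above about 50% when tested at 10 µM, limit read from the data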
bIAP activator: intestinal alkaline phosphatase (bovine) activation; AID 1016; 200,000 tested, 0.17% active; activation factor at 20 µM; purified bovine IAP, CDP-star luminescence, 30 min; active compounds read high; fold of DMSO-control signal, blank-subtracted;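 active = activation factor of 2 or more at 20 µM, a signal rise over negative controls twice the positive control's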
PMI activator: phosphomannose isomerase (human) activation. P34949. purified human PMI, coupled resazurin fluorescence, 20 min; active compounds read high; 1 = vehicle control, 0 substrate-free wells. activation factor at 20 µM. 190,000 tested, 0.005% active. AID 1214;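 active = activation factor of 2 or more at 20 µM, relative to plate controls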
Target sequence (P34949 whole entry, looked up): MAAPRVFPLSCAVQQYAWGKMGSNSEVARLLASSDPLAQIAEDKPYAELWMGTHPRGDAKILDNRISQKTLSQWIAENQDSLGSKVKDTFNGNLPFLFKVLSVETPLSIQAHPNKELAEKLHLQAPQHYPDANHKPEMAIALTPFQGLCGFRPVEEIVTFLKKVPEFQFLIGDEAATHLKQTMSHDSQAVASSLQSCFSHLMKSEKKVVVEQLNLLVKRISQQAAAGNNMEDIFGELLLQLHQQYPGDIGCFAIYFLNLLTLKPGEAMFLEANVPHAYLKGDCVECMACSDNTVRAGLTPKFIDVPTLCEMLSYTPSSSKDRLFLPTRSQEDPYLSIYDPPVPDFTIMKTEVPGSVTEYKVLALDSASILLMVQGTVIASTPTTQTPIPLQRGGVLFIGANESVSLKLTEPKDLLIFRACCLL
NF-kB neuron act: NF-kB expression increase, human neuronal cells | AID 1239 | NF-kB reporter expression; active compounds read high | fold change at 12.5 µM | 190,000 tested, 1.6% active; in the data active = fold change above about 3.3
PMI act hi M6P: PMI (human) activation, high substrate; P34949; coupled PMI enzyme assay, resazurin fluorescence, 20 min; active compounds read high; 1 = untreated enzyme, 0 = substrate-free blank; activation factor at 20 µM; 190,000 tested, 0.34% active; AID 1216;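 active = activation factor of 2 or more at 20 µM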
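Test system: human phosphomannose isomerase with PGI, G6PDH, diaphorase coupling enzymes / Doses: 20 µM compound, 1% DMSO / Times: enzyme reaction with compound 20 min at room temperature / Measured by: Diaphorase-driven resazurin-to-resorufin fluorescence, excitation 544, emission 590 nm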
TNAP inh noacc: TNAP (human) inhibition, acceptor-free conditions; purified TNAP, CDP-star luminescence, 30 min; P05186; 200,000 tested, 0.26% active; inhibition, % at 20 µM; AID 1012;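 active = tissue-nonspecific alkaline phosphatase inhibition above about 50% at 20 µM in the single-dose screen, limit read from the data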;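 note: 0% = DMSO negative control and 100% = EDTA positive control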
* = called active by the depositor; / = not tested or not shown.

item | SMILES | TNAP inh hi DEA | TNAP act hiacc | APP 5'UTR act | FLuc stim CS | FLuc inhib CS | bIAP activator | PMI activator | NF-kB neuron act | PMI act hi M6P | TNAP inh noacc
1 | C#CCOCCOCCOCCNc1nc(N2CCN(C(=O)[C@H](CCCCN)n3cc(C(N)[C@H](C)CC)nn3)CC2)nc(N2CCN(C(=O)[C@H](CCC(=O)O)n3cc(C(N)[C@H](C)CC)nn3)CC2)n1 (stereo partly drawn) | -10 | 1.1 | 19 | 1 | 1 | 1.1 | 1 | 0.98 | 1.2 | -8
2 | O=C(Cn1c(=O)oc2cc(S(=O)(=O)N3CCc4ccccc43)ccc21)N1CCCCC1 | -2 | 1 | -12 | 1.1 | -6 | 1 | 0.9 | 1.2 | 1 | 19
3 | Cc1c(N=NC2=C(O)CCCC2=O)c(=O)n(-c2ccccc2)n1C | -4 | 1 | 13 | 1 | -1 | 1 | 1.1 | 1.2 | 1 | 0
4 | COc1ccc(N2CCN(S(=O)(=O)c3cccc4cccnc34)CC2)cc1 | -9 | 1.1 | -4 | 1.1 | -9 | 0.9 | 0.9 | 0.98 | 0.8 | -15
5 | Cc1ccc(C2=NOC(=O)/C2=C\C=C\c2ccccc2)cc1 | -3 | 1 | -28 | 1 | -1 | 1.1 | 1.2 | 1.5 | 1.2 | -12
6 | O=c1c2c3c(sc2ncn1/N=C/c1ccc([N+](=O)[O-])o1)CCCC3 | 0 | 1 | -19 | 1 | -1 | 0.9 | 0.8 | 4* | 0.6 | -3
7 | Cc1cc(C)c(S(=O)(=O)N2CCCOC2CNC(=O)C(=O)NCCc2c[nH]c3ccccc23)c(C)c1 (stereo not drawn) | -3 | 1 | -6 | 1.1 | -6 | 1 | 0.8 | 0.6 | 0.9 | -17
8 | CCc1nnc(NS(=O)(=O)c2ccc(NC(=S)NC(=O)/C=C/c3ccc(F)cc3)cc2)s1 | 2 | 1 | 3 | 1 | -4 | 1 | 0.9 | 0.98 | 1 | -4
9 | Cc1ccc(CNC(=O)C2CC(=O)N(C3CCCCCC3)C2)cc1 (stereo not drawn) | -10 | 1.1 | -10 | 1.1 | -6 | 1.3 | 1.2 | 1.1 | 1.3 | -5
10 | COc1ccc(-c2cc(=O)oc3cc(OC(=O)C4CCCCC4)ccc23)cc1 | 2 | 1 | 7 | 1.1 | -6 | 1 | 0.8 | 1.1 | 0.9 | -12
11 | CCn1c(SCC(=O)N2CC(=O)Nc3ccccc32)nnc1-c1ccoc1C | 0 | 1 | 4 | 1 | -4 | 1 | 1 | 1.1 | 1 | -8
12 | NC(=O)CSc1nc(-c2ccccc2Cl)ns1 | 5 | 1 | 29 | 0.9 | 6 | 0.9 | 0.9 | 2.1 | 0.9 | -5
13 | Cc1csc(SCC(=O)NCc2cccs2)n1 | 1 | 1 | 7 | 1 | -4 | 0.9 | 1 | 0.96 | 0.9 | -7
14 | CCOC(=O)C1(Cc2ccccc2C)CCCN(C(=O)c2cc(CC)nn2C)C1 (stereo not drawn) | -4 | 1 | 5 | 1 | -4 | 1 | 0.8 | 1.3 | 0.8 | -6
15 | Cc1nn(C)cc1C1Nc2ccccc2C(=O)N1O (stereo not drawn) | -2 | 1 | 15 | 1 | -5 | 0.9 | 1.8 | 1.3 | 2.2* | -10
16 | COc1ccc(/C=C2\SC(=O)N(CCNC(=O)Cc3coc4cc(C)ccc34)C2=O)cc1OC | -2 | 1 | -5 | 1 | -1 | 1.3 | 0.9 | 0.5 | 0.8 | -4
17 | CC(C)CNC(=O)COC(=O)c1cc(S(=O)(=O)N(C)C)ccc1N1CCCC1 | 0 | 1 | -12 | 1 | 2 | 1 | 1 | 1.2 | 1 | 2
18 | CCOC(=O)CSc1nnc(CNc2ccc(Cl)cc2)n1-c1ccccc1 | -4 | 1 | -8 | 1 | -4 | 1.1 | 1 | 1.1 | 0.9 | -3
19 | CN(c1ccccc1)c1nc(N2CCCC2)nc(-n2ccnc2)n1 | -7 | 1.1 | -20 | 1.1 | -5 | 1 | 0.9 | 0.99 | 0.9 | -7
20 | CCOC(=O)N/N=C\c1ccc(OC(=O)c2ccco2)cc1 | -4 | 1 | -2 | 0.9 | 5 | 0.9 | 1.1 | 1.5 | 0.9 | -11
21 | Cc1ccc(C(=O)OC2OC(=O)C(Cl)=C2N2CCOCC2)cc1 (stereo not drawn) | 2 | 1 | -13 | 1 | -4 | 1 | 0.9 | 1.4 | 1 | -14
22 | CCCCNC(=O)c1ccccc1NC(=O)CCSc1ccccc1 | -5 | 1.1 | -9 | 1 | -4 | 0.5 | 0.8 | 0.98 | 0.8 | -17
23 | CN(Cc1ccccc1)C(=O)COC(=O)c1ccc(Cl)c(N)c1 | -1 | 1 | 10 | 1 | -1 | 1 | 0.9 | 1.4 | 1 | -2
24 | CCN(CC)S(=O)(=O)c1ccc(N2CCOCC2)c(NC(=O)CCC2CCCCC2)c1 | -4 | 1 | -2 | 1 | -4 | 1 | 0.9 | 1.1 | 1 | -15
25 | CCOC(=O)c1sc(NC(=O)c2ccc(S(=O)(=O)N(C)C)cc2)cc1C | -7 | 1.1 | 1 | 1 | -4 | 0.9 | 0.9 | 0.57 | 1 | -9
26 | CCNC(=S)N/N=C/c1ccc(C(=O)O)cc1 | -6 | 1.1 | 0 | 1 | -2 | 1.3 | 1.1 | 0.96 | 1.1 | -11
27 | COc1ccc(OC)c(C(c2nnnn2CCC(C)C)N2CCN(C(=O)c3ccco3)CC2)c1 (stereo not drawn) | -9 | 1.1 | -14 | 1.1 | -7 | 1 | 1.1 | 0.87 | 1 | -14
28 | NC(=O)c1c(NC(=O)CCCn2cnc([N+](=O)[O-])n2)sc2c1CCCC2 | -4 | 1 | -8 | 1 | -1 | 1.3 | 0.4 | 1 | 0.7 | -22
29 | CN(C(=O)c1cc(-n2cnnc2)ccc1Cl)c1ccccc1 | 0 | 1 | 17 | 1.1 | -6 | 0.8 | 1.1 | 0.96 | 1.5 | -9
30 | O=C(/C=C/c1cccc([N+](=O)[O-])c1)NCC1CCCO1 (stereo not drawn) | -1 | 1 | 0 | 1 | 0 | 0.9 | 0.8 | 1.2 | 0.8 | -5
31 | COc1ccc(NC(=O)CSc2nnc(CN3CCOCC3)n2-c2ccccc2)cc1Cl | -1 | 1 | -1 | 1.1 | -6 | 1 | 0.8 | 1.2 | 0.8 | -4
32 | O=C(NC1CCN(C(=S)NCCc2ccccc2)CC1)C1CCCCC1 | -2 | 1 | 4 | 1 | -4 | 1 | 1.1 | 1 | 1.1 | -9
33 | CCOc1ccc(CN2CCN(c3cc(C)nc4c5c(C)cc(C)nc5nn34)CC2)cc1 | -12 | 1.1 | 10 | 1.1 | -10 | 1.2 | 0.9 | 1.1 | 1 | -25
34 | CCC(O)C1CCN(C(=O)c2cc(COc3ccc4ncccc4c3)on2)CC1 (stereo not drawn) | -2 | 1 | -4 | 1 | -4 | 1.1 | / | 0.82 | / | -10
35 | N#Cc1ccsc1NC(=O)CN1CCN(S(=O)(=O)c2cc(Cl)ccc2Cl)CC1 | -6 | 1.1 | -3 | 1.1 | -8 | 0.9 | 1.2 | 0.92 | 1.3 | -23
36 | CNC(=O)C(Sc1nc(C)nc2c1oc1ccccc12)C(C)=O (stereo not drawn) | -7 | 1.1 | -10 | 1 | -3 | 1.1 | 1.1 | 1.2 | 1.1 | -12
37 | Cc1ccc(C2N(c3nccs3)C(=O)C3CCCN32)cc1 (stereo not drawn) | -2 | 1 | 8 | 1 | -5 | 1.1 | 0.9 | 1.1 | 0.9 | -12
38 | O=C(Nc1cccc(F)c1)NC1CCCCC1 | -5 | 1 | 40 | 0.9 | 12 | 1 | 1 | 1.4 | 1 | -12
39 | O=C(Nc1cccc(Br)c1)c1ccc2nc(N3C(=O)CCC3=O)sc2c1 | 1 | 1 | 13 | 1 | -2 | 0.9 | 1 | 1.4 | 1 | -8
40 | CCc1cc2c(SCC(=O)c3ccc(Cl)s3)ncnc2s1 | -4 | 1 | -9 | 1 | -3 | 0.7 | 0.9 | 1.1 | 1 | -8
41 | CC(C)C[C@H](NC(=O)OC(C)(C)C)C(=O)N/N=C/c1ccc2nccnc2c1 | -2 | 1 | -5 | 1.1 | -7 | 1 | 1 | 1.2 | 1 | -14
42 | CN(Cc1cccnc1)C(=O)c1cc(COc2ccc3ncccc3c2)on1 | -3 | 1 | -1 | 1 | -4 | 1 | 0.9 | 0.95 | 0.8 | -4
43 | CN1CCN(CC#CCC(O)(c2ccccc2)C2CCCC2)CC1 (stereo not drawn) | -4 | 1 | 6 | 1 | -4 | 0.9 | 1.1 | 1.1 | 1.1 | -13
44 | Cc1nn(C)c(C)c1S(=O)(=O)N(CC(=O)NCCCOC(C)C)c1ccc(C(C)C)cc1 | 0 | 1 | 10 | 1.1 | -5 | 1 | 1 | 1.1 | 1 | -6
45 | CC(NC(=O)Nc1ccccc1)C(c1cccs1)N1CCN(c2ccccc2)CC1 (stereo not drawn) | -3 | 1 | 0 | 1 | 2 | 0.9 | 1 | 0.52 | 1 | -4
46 | CCOC(=O)CN1C(=O)CSc2ccccc21 | -5 | 1 | -5 | 1 | -3 | 1 | 0.9 | 0.93 | 0.9 | -12

Entries listed so far containing an aryl thioether with sulfur outside any ring (8):
item | SMILES | TNAP inh hi DEA | TNAP act hiacc | APP 5'UTR act | FLuc stim CS | FLuc inhib CS | bIAP activator | PMI activator | NF-kB neuron act | PMI act hi M6P | TNAP inh noacc
11 | CCn1c(SCC(=O)N2CC(=O)Nc3ccccc32)nnc1-c1ccoc1C | 0 | 1 | 4 | 1 | -4 | 1 | 1 | 1.1 | 1 | -8
12 | NC(=O)CSc1nc(-c2ccccc2Cl)ns1 | 5 | 1 | 29 | 0.9 | 6 | 0.9 | 0.9 | 2.1 | 0.9 | -5
13 | Cc1csc(SCC(=O)NCc2cccs2)n1 | 1 | 1 | 7 | 1 | -4 | 0.9 | 1 | 0.96 | 0.9 | -7
18 | CCOC(=O)CSc1nnc(CNc2ccc(Cl)cc2)n1-c1ccccc1 | -4 | 1 | -8 | 1 | -4 | 1.1 | 1 | 1.1 | 0.9 | -3
22 | CCCCNC(=O)c1ccccc1NC(=O)CCSc1ccccc1 | -5 | 1.1 | -9 | 1 | -4 | 0.5 | 0.8 | 0.98 | 0.8 | -17
31 | COc1ccc(NC(=O)CSc2nnc(CN3CCOCC3)n2-c2ccccc2)cc1Cl | -1 | 1 | -1 | 1.1 | -6 | 1 | 0.8 | 1.2 | 0.8 | -4
36 | CNC(=O)C(Sc1nc(C)nc2c1oc1ccccc12)C(C)=O (stereo not drawn) | -7 | 1.1 | -10 | 1 | -3 | 1.1 | 1.1 | 1.2 | 1.1 | -12
40 | CCc1cc2c(SCC(=O)c3ccc(Cl)s3)ncnc2s1 | -4 | 1 | -9 | 1 | -3 | 0.7 | 0.9 | 1.1 | 1 | -8
